# MrgX1 antagonist: human MrgX1 receptor antagonism, primary screen. Q96LB2. MRGX1-HEK293 calcium flux, Fluo-4, BAM8-22 antagonism; active compounds read low. B-score at 10 µM. 310,000 compounds, 1.3% hits;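 active = calcium-response B-score plate-corrected more than 3 library SD below zero, starting fluorescence within 5 deviations, no agonist response on first addition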;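 note: peak minus trough fluorescence over baseline after final BAM8-22 challenge near maximal dose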
# Target sequence (Q96LB2 whole entry, looked up): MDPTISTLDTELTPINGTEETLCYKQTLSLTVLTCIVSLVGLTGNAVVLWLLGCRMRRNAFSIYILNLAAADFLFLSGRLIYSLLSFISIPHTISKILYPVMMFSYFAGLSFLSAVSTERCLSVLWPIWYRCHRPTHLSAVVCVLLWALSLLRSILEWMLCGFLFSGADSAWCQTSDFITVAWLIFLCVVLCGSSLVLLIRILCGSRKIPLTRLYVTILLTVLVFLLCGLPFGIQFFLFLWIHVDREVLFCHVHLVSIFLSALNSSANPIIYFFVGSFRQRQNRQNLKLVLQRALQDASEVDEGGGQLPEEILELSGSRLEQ
# TRPC4 act: opens the mouse TRPC4 cation channel. B-score at 10 µM. 310,000 compounds, 0.49% hits. AID 2237. HEK293 TRPC4beta/mu-opioid, Fluo4 calcium fluorescence; active compounds read high. Q9QUQ5;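 active = B-score above 5 SD of library B-scores, and initial fluorescence ratio not above library mean plus 5 SD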;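 note: positive B-score marks a calcium rise read as TRPC4 activation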
#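 Incubation: 45 min room-temperature Fluo4 loading, 110 s read / System: HEK293 cells stably co-expressing mouse TRPC4beta and mu-opioid receptor / Signal: Fluo4 fluorescence, kinetic / Control set: buffer (low) and maximal DAMGO (high) / Measure: integrated baseline-normalised fluorescence ratio, converted to per-well B score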
# aSyn UTR inh: 5' untranslated region of α-synuclein, MLPCN primary screen; alpha-synuclein 5'UTR reporter, inhibitor activity; 300,000 compounds, 0.82% hits; inhibition, % (tested at 7.5 µM); in the data active = inhibition above about 60%; inconclusive = no clear call, values can overlap the other calls;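 note: H4 neuroglioblastoma cells stably carrying SNCA 5'UTR luciferase fusion; 0% = DMSO wells and 100% = positive control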
# IEC-6 cytotox: counter-screen for KLF5 inhibitors: cytotoxicity in IEC-6 cells; IEC-6 cytotoxicity, luminescence viability; inhibition, % at 5 µM; 290,000 compounds, 0.78% hits; in the data active = inhibition above about 22%;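 note: 0% = plate median of test compound wells and 100% = cytotoxic reference compound wells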
# TRPC4 block: inhibitors of mouse TRPC4 channel; 300,000 compounds, 0.39% hits; HEK293 TRPC4beta/mu-opioid, DAMGO-evoked Fluo4 calcium flux; active compounds read low; AID 2247; B-score at 10 µM;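 active = B-score over 3 SD under the library average, no early fluorescence shift, positive overall ratio signal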
#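 Assay system – HEK293 line stably carrying TRPC4beta and mu-opioid receptor · Doses – single dose · Detection – Fluo4 calcium-dye fluorescence, kinetic read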
# TRPC6 act: activates the mouse TRPC6 cation channel; HEK293-TRPC6 membrane potential dye fluorescence; active compounds read high; 310,000 compounds, 0.13% hits; B-score at 10 µM;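 active = B-score of the integrated fluorescence ratio above library mean plus 3 SD, and starting fluorescence ratio within library mean plus 5 SD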;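 note: higher score means more depolarization so channel activation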
# KLF5 inh: inhibitors of KLF5 expression; DLD-1 KLF5 promoter-luciferase reporter, luminescence; AID 1700; 290,000 compounds, 0.23% hits; inhibition, % at 5 µM;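 active = inhibition above a per-plate limit of that plate's mean compound inhibition plus 3 SD, cut at about 60% in these data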;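 note: 0% = DMSO wells and 100% = LY294002 at 200 µM; higher means less KLF5 promoter-driven luciferase light; inactives centre near -14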
# TRPC6 inhibitor: mouse TRPC6 channel inhibition; Q61143; HEK293-TRPC6, membrane potential dye, ACh-evoked depolarization; active compounds read low; B-score at 10 µM; 310,000 compounds, 1.1% hits;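 active = B-score under library mean minus 3 SD, initial fluorescence not abnormally high, positive integrated signal ratio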;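 note: B-score derived from integrated fluorescence ratio over the kinetic read; more negative B-score means stronger inhibition of depolarization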
# TRPC4 potent: allosteric potentiators of mouse TRPC4 channel. Q9QUQ5. HEK293 TRPC4beta/mu-opioid, DAMGO EC20, Fluo-4 Ca2+ flux; active compounds read high. B-score at 10 µM. 310,000 compounds, 0.42% hits;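 active = B-score of calcium response area above 5 SD of library B-scores, with initial fluorescence ratio within 5 SD of library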;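 note: B-score of integrated fluorescence ratio over time as area under calcium response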
# SKKanGAS inh: SKKanGAS growth inhibition; S. pyogenes SKKanGAS, kanamycin growth, BacTiter-Glo, 6 h; AID 1662; inhibition, % at 7.5 µM; 300,000 compounds, 1.3% hits;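 active = mean replicate score, as percent of positive control median, at least 50; inconclusive = mean below 50 but one replicate at or above 50; inactive = mean and every replicate below 50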;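 note: strain carries kanamycin resistance gene driven by streptokinase promoter and grows in 40 µg/ml kanamycin; loss of luminescence reflects streptokinase promoter inhibition or plain growth inhibition; 0% = median of DMSO wells and 100% = positive control at its reference dose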
# HIF act: HIF pathway transcriptional activation | U2OS HRE-luciferase reporter, luminescence; normalized: DMSO 0%, desferrioxamine 100% | activation, % at 7.5 µM (by protocol) | 300,000 compounds, 0.32% hits | AID 1910;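 active = mean activation of at least 10% of the iron chelator positive control signal, with at least half of replicates also reaching 10%; inconclusive = mean and replicate majority disagree about reaching 10%; inactive = mean and most replicates under 10%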
# * hit, by the source's call; i = inactive; ? = inconclusive; nt = no result given.
# The line under a structure holds: MrgX1 antagonist	TRPC4 act	aSyn UTR inh	IEC-6 cytotox	TRPC4 block	TRPC6 act	KLF5 inh	TRPC6 inhibitor	TRPC4 potent	SKKanGAS inh	HIF act
N#CC1(NC(=O)COC(=O)c2cc(O)c3ccccc3c2O)CCCCC1
  i	i	24	nt	i	i	nt	i	i	8	-1.1
COc1ccc2nc(N3C(=O)CC(Cc4cc(C)cc(C)c4)C3=O)sc2c1 (stereo unspecified)
  i	i	-11	1	i	i	3	i	i	18	-0.4
COc1ccc(/C=C2\SC(=S)N(CCC(=O)N3CCCCC3CCO)C2=O)cc1 (stereo unspecified)
  i	i	11	2	i	i	-1	i	i	11	-1.4
COc1ccc(CC(=O)Oc2ccc(C(C)(C)C)cc2)cc1S(=O)(=O)N1CCOCC1
  i	i	-1	nt	i	i	nt	i	i	21	-0.3
CCC1C(=O)CC(c2ccco2)NC1c1ccco1 (stereo unspecified)
  i	i	14	2	i	i	-15	i	i	-1	-0.6
CC(=O)N1c2ccc(S(=O)(=O)NCC3CCC(C(=O)N4CCCC(C)C4)CC3)cc2CC1C (stereo unspecified)
  i	i	-17	2	i	i	-11	i	i	-5	0.2
NNc1nc2sc3c(c2c(=O)n1Cc1ccccc1)CCC3
  i	i	-6	8	i	i	17	i	i	12	0.4
CCOc1ccc(Cl)cc1Nc1nc(NCCO)nc(N2CCCC2)n1
  i	i	1	nt	i	i	nt	i	i	12	0.0
Cc1ccc(C(=O)C[n+]2cc(Br)cc(Br)c2)cc1
  i	i	3	-4	i	i	-35	i	i	-1	1.4
C/C(=N\NC(=O)CC1N=C(Cc2ccccc2)NNC1=O)c1ccncc1 (stereo unspecified)
  i	i	3	-4	i	i	-3	i	i	-4	-2.2
O=c1[nH]c(/C=C\c2cccnc2)c([N+](=O)[O-])c(=O)[nH]1
  i	i	-7	6	i	i	-16	i	i	5	-0.6
CN(CC(=O)NC1CCCc2ccccc21)S(=O)(=O)c1ccc2c(c1)c(=O)n(C)c(=O)n2C (stereo unspecified)
  i	i	-5	-6	i	i	-13	i	i	-5	-0.5
O=C(COC(=O)c1ccc2ccccc2n1)Nc1cccc(S(=O)(=O)NC2=NCCCCC2)c1
  i	i	-17	-2	i	i	-18	i	i	-13	-0.4
COCCCn1c2nc3ccccc3nc2c2c(=O)n(-c3ccccc3OC)c(C)nc21
  i	i	14	3	i	i	-30	i	i	15	-0.1
COc1cc(OC)c(CN2CCCN(C)CC2)cc1Br
  i	i	-14	3	i	i	-37	i	i	-3	-4.8
CC1Oc2ccccc2N(Cc2ccc(F)cc2)C1=O (stereo unspecified)
  i	i	21	12	i	i	-14	i	i	2	0.2
O=C(Nc1nccs1)c1cc2cc(Cl)ccc2oc1=O
  i	i	-4	-2	i	i	-8	i	i	-8	-0.3
CC1CN(S(=O)(=O)c2ccc(Cl)c(C(F)(F)F)c2)CC(C)O1 (stereo unspecified)
  i	i	23	6	i	i	11	i	i	0	-0.6
O=C(COC(=O)CCC(=O)c1ccc(Cl)cc1)NCC1CCCO1 (stereo unspecified)
  i	i	5	1	i	i	-19	i	i	5	-0.3
Cc1ccc(C(=O)NCCc2nnc3ccc(SCC(=O)N4CCCCC4)nn23)cc1
  i	i	-8	-3	i	i	-14	i	i	-1	0.1
Cc1ccc(S(=O)(=O)n2cnc3ccccc32)cc1
  i	i	1	3	i	i	-45	i	i	-4	-0.3
Cc1nc(NCc2ccccn2)c2ccccc2n1
  i	i	-10	3	i	i	-2	i	i	-1	nt
Cc1cc(C)nc(SCc2nnc(SCC(N)=O)n2Cc2ccco2)n1
  i	i	6	-8	i	i	-33	i	i	-6	-0.5
COc1ccc(O)c(/C=N/NC(=O)CCC(=O)Nc2cccc(C)c2)c1
  i	i	17	1	i	i	-15	i	i	13	1.4
CCOc1ccc2[nH]c(C(=O)N/N=C/c3cccc(OC)c3OC)cc2c1
  i	i	-11	-1	i	i	-32	i	i	2	0.1
C[N+]1(C2CCC3CCC2C3O)CCCC1 (stereo unspecified)
  i	i	5	4	i	i	2	i	i	-1	0.2
COc1ccc(C)cc1NC(=O)CNC(c1ccccc1)c1ccccc1
  i	i	-5	-11	i	i	-8	i	i	?	-11
CC(=O)c1cc(CN2CCN(Cc3ccc(C)cc3)C(CCO)C2)cs1 (stereo unspecified)
  i	i	-2	3	i	i	-25	i	i	1	0.0
Cc1nc2ccc(S(=O)(=O)NCC(=O)N3CCN(c4ccccn4)CC3)cc2s1
  i	i	-2	-3	nt	i	-51	i	i	2	-0.3
CC(=O)c1cc(-c2ccccc2)n(CC(=O)N2CCC(C)CC2)c1C
  i	i	4	-2	i	i	-23	i	i	4	-0.4
Oc1ccc(Nc2nc(-c3cccnc3)cs2)cc1
  i	i	-53	6	i	i	-132	i	i	-5	7.3
Cc1c(Cl)cccc1NC(=S)NCCCN(C)C
  -5.5*	i	13	11	i	i	-2	i	i	3	0.1
O=C(COc1ccccc1)Nc1c(C(=O)N2CCC(N3CCCCC3)CC2)oc2ccccc12
  i	i	-29	-1	i	i	-18	i	i	1	nt
Cc1ccc(N2C(=O)Nc3cc(Cl)c(Cl)cc3N2O)cc1Cl
  i	i	-99	2	i	i	-15	i	i	-12	0.5
O=C(CCCCCn1c(=S)[nH]c2ccccc2c1=O)N1CCOCC1
  i	i	-2	5	i	i	-26	i	i	-10	-0.3
Cc1ccc(S(=O)(=O)NNC2CC(=O)N(c3ccc(Br)cc3)C2=O)cc1 (stereo unspecified)
  i	i	3	-3	i	i	-3	i	i	1	-0.3
O=C(c1ccc(Cl)cc1)C1CCN(C(=O)c2ccc(F)cc2)CC1
  i	i	14	9	i	i	1	i	i	-2	-8.6
C#CCOCCOCCOCCNc1nc(N2CCN(C(=O)C([C@@H](C)CC)n3cc(C(N)CC(C)C)nn3)CC2)nc(N2CCN(C(=O)[C@H](CCC(=O)O)n3cc(C(N)CC(C)C)nn3)CC2)n1 (stereo partly specified)
  i	i	6	0	i	i	-21	i	i	-5	0.0
CNC(=O)c1cc(C(=O)c2ccc(F)cc2C(F)(F)F)c[nH]1
  i	i	10	4	i	i	-15	i	i	-6	-1.1
CC(=O)c1sc(NC(=O)CCCOc2ccccc2C)nc1C
  i	i	3	-3	i	i	-34	i	i	-2	0.7
O=c1[nH]c(CSc2ncc(C(F)(F)F)cc2Cl)nc2cc(C(F)(F)F)ccc12
  i	i	-15	5	i	i	-15	i	i	-6	-0.7
CN(C)/C=N/S(=O)(=O)c1ccc(Cl)c(Cl)c1
  i	i	-2	1	i	i	-23	i	i	-4	-1.0
COc1ccc(Nc2ccnc3ccccc23)cc1
  i	i	-26	8	i	i	-7	-8.5*	i	-6	2.8
COc1ccc(N2CCN(C(=O)CCCOc3cc(=O)n(C)c4ccccc34)CC2)cc1
  i	i	-4	8	i	i	-44	i	i	-8	-1.1
CC1(C)OC(=O)C(=Cc2ccc(-c3ccc(S(N)(=O)=O)cc3)o2)C(=O)O1
  i	i	9	-3	i	i	-33	i	i	-6	-0.1
CCC(C)(C)n1nnnc1C(c1ccccc1)N1CCN(C2CCCC2)CC1 (stereo unspecified)
  i	i	1	-6	i	i	-39	i	i	0	0.0
Cc1ccc2oc(=O)c(/C=C(\O)c3ccccc3)nc2c1
  i	i	-79	2	i	i	-43	i	i	13	1.0
CCCCN1C(=O)c2ccc(C(=O)Nc3ccc(C)c(S(=O)(=O)N(C)C)c3)cc2C1=O
  i	i	-16	0	i	i	-8	i	i	2	-0.3
COC(=O)[C@@]1(Cc2ccc(F)cc2)[C@H]2c3cc(C(=O)N(C)C)n(CCSCCO)c3C[C@H]2CN1C(=O)c1ccccc1
  i	i	-3	-6	i	i	0	i	i	0	0.1
Cc1oc(-c2ccccc2F)nc1CS(=O)(=O)CC(=O)N1CCN(c2ccccc2)CC1
  i	i	9	-8	i	i	-58	i	i	-4	-0.1
O=C(Nc1cccc([N+](=O)[O-])c1)c1cnccn1
  i	i	1	1	i	i	-8	i	i	2	-1.3
CC(NS(=O)(=O)c1ccccc1)C(=O)NCc1ccco1 (stereo unspecified)
  i	i	-5	-4	i	i	-18	i	i	-4	-0.1
CC(C)(C)c1ccc(C(=O)NC(=S)NCC2CCCO2)cc1 (stereo unspecified)
  i	i	1	6	i	i	-17	i	i	-11	0.5
O=C(CCN1CCN(CC(=O)Nc2ccccc2Cl)CC1)Nc1ccccc1F
  i	i	17	-4	i	i	-22	i	i	-2	0.3
COc1ccc(N2CCSC2C(=O)NN)cc1 (stereo unspecified)
  i	i	13	-2	i	i	-13	i	i	3	0.1
Cc1cc(NC(=O)c2cccc(S(=O)(=O)N3CCOCC3)c2)no1
  i	i	-4	4	i	i	-11	i	i	-1	0.2
CCc1noc(C)c1C(=O)OCC(=O)Nc1ncc(Cl)cc1Cl
  i	i	3	0	i	i	-2	i	i	14	0.2
CCOC(=O)N1CCN(C(=O)C2CCN(S(=O)(=O)c3ccc(C)cc3)CC2)CC1
  i	i	-5	4	i	i	-4	i	i	1	-0.5
Cc1ccc(CN2CC(C(=O)Nc3ccncc3)CC2=O)cc1 (stereo unspecified)
  i	i	-4	-2	i	i	5	i	i	-9	0.4
CC(C)Cn1c(=O)c2ccccc2n2c(CCC(=O)O)nnc12
  i	i	18	-1	i	i	-29	i	i	-4	-11

# (next part)
# The line under a structure holds: MrgX1 antagonist	TRPC4 act	aSyn UTR inh	IEC-6 cytotox	TRPC4 block	TRPC6 act	KLF5 inh	TRPC6 inhibitor	TRPC4 potent	SKKanGAS inh	HIF act
Cc1ccc(-n2nc(CC#N)c(C#N)c2N)cc1Cl
  i	i	-6	16	i	i	-22	i	i	5	-0.1
CC1CCCC(C)N1/N=C/C=C/c1ccccc1[N+](=O)[O-] (stereo unspecified)
  i	i	-133	4	i	i	-28	i	i	-12	3.0
O=C(O)C(Cc1c[nH]c2ccccc12)NS(=O)(=O)c1ccc(Cl)cc1 (stereo unspecified)
  i	i	14	2	i	i	-13	i	i	-10	0.1
O=C1CCCN1CCCNC(=S)Nc1ccccc1Cl
  i	i	-4	6	i	i	-6	i	i	-3	0.0

# Screening results from PubChem.
